SENP1 inh = SENP1 (human) catalytic domain inhibition; Q9P0U3; recombinant SENP1 catalytic domain, CyPet-SUMO1-YPet FRET cleavage; inhibition, % at 10 µM; 0.21% of 360,000 active; AID 624204;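 active = inhibition at least 30% at 10 µM, raw YFP signal under a set limit, fluorescence ratio 0.5 to 1.5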;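 also: 0% = enzyme with DMSO and 100% = no enzyme wells; some results filed as inactive read as strong as hits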
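system = hSENP1 catalytic domain, recombinant | reagent = SFCypet-SUMO1-SFYpet substrate at 25 nM | doses = one dose per compound, 10 µM, 0.5% DMSO | incubation = enzyme reaction for 50 min at room temperature, dark | measured by = FRET, CFP and YFP emission | controls = no-enzyme low, enzyme-DMSO high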
SENP8 block-1 = SENP8 protease inhibition | Q96LD8 | purified SENP8, Z-RLRGG-aminoluciferin cleavage, luminescence | inhibition, % at 10 µM | 1.2% of 330,000 active | AID 2540; in the data active = inhibition above about 50%
Target sequence (Q96LD8 whole entry, looked up): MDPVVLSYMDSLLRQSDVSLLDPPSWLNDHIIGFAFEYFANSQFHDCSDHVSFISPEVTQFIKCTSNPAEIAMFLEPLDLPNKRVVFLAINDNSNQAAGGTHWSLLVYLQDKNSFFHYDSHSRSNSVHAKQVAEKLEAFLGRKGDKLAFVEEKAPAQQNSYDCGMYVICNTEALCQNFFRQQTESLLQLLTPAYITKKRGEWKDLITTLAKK
SENP6 block = blocks the human protease SENP6 | Recombinant SENP6 catalytic domain, aminoluciferin luminescence | inhibition, % at 10 µM | 1.8% of 330,000 active | AID 2599;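 active = inhibition above about 50% at the single tested dose, limit read from the data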;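 also: plate controls were DMSO wells with enzyme for no effect and DMSO wells lacking enzyme for full effect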
Target sequence (Q9GZR1 628-1112 limits assumed): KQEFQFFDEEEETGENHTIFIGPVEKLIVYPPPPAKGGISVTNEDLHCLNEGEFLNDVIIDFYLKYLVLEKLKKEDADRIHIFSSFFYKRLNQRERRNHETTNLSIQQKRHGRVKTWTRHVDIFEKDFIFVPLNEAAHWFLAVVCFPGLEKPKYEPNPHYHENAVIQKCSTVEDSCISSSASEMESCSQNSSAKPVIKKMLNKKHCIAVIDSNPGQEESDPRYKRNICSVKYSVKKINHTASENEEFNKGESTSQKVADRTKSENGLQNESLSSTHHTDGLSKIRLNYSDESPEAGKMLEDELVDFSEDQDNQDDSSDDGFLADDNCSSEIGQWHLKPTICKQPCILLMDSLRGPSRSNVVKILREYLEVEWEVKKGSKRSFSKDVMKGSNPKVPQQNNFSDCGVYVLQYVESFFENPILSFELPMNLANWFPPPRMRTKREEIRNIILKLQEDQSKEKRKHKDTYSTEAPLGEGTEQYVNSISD
SENP7 block = inhibitors of human SENP7 protease | Q9BQF6 | recombinant SENP7, Z-RLRGG-aminoluciferin luminescence, 40 min | inhibition, % at 5 µM | 1.5% of 330,000 active | AID 434973;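 active = inhibition above about 50% at the single test dose, limit read from the data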;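 also: plate controls were DMSO with enzyme for no effect and no enzyme buffer wells for full effect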
Target sequence (Q9BQF6 706-1050 limits assumed): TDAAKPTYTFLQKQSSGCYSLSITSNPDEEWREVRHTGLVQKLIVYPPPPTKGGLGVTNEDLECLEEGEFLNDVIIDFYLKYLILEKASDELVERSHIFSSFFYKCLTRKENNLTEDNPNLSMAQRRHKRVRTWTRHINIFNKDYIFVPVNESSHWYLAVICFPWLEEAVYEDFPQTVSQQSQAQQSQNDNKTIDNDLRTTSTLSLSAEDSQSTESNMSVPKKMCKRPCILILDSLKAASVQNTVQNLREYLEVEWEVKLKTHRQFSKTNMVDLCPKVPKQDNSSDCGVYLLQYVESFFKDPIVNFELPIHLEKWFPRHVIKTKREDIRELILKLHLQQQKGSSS
Apaf1 inhib = human Apaf-1 inhibition; O14727; reconstituted apoptosome caspase-3 activity, DEVD-Rh110 fluorescence; inhibition, % at 20 µM; 0.71% of 330,000 active; active = inhibition of at least 40% at 20 µM;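 also: plate controls were DMSO wells for no effect and DEVD-CHO caspase inhibitor wells for full effect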
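Material: reconstituted apoptosome with Apaf-1, cytochrome c, caspase-9, procaspase-3, dATP; medium: pH 7.5 Hepes buffer with CHAPS, BSA, DTT; also added: cytochrome c and DEVD-Rh110 substrate; timing: 30 min plus 50 min, RT; signal: Rh110 fluorescence intensity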
APOBEC3G inh = APOBEC3G (human) deaminase inhibition. recombinant A3G, ssDNA deamination FAM/TAMRA fluorescence. inhibition, % at 20 µM. 0.28% of 330,000 active. AID 493012;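 active = inhibition of at least 40% at 20 µM, with no more than 30% in the related APOBEC3A deaminase screen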;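 also: plate controls were DMSO wells with A3G for no effect and wells lacking A3G enzyme for full effect; some compounds called inactive have numbers as strong as hits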
UBC13 polyUb = blocks human UBC13 polyubiquitin chain formation; TR-FRET; inhibition, % at 20 µM; 0.47% of 330,000 active; P61088; in the data active = inhibition above about 45%, passing the limit was not always enough
SENP8 block-2 = inhibitors of human SENP8 protease. 0.64% of 360,000 active. Q96LD8. AID 602440. inhibition, % at 20 µM. recombinant SENP8, Nedd8 substrate fluorescence; in the data active = inhibition mostly above about 40%, no sharp cut-off; inactive = mostly below about 27%
* hit, by the source's call; i = inactive; nt = not tested or not shown.

SMILES	SENP1 inh	SENP8 block-1	SENP6 block	SENP7 block	Apaf1 inhib	APOBEC3G inh	UBC13 polyUb	SENP8 block-2
O=C(NCCN1CCOCC1)c1cccc(Br)c1	0	3	2	2	-17	-4	5	7
Cn1cc(/C=N/NC(=O)c2cccc([N+](=O)[O-])c2)c2ccccc21	3	-10	-4	-12	-3	0	-12	22
COc1ccc(CCNC(=O)c2ccc3c(c2)N(Cc2ccccc2)CCS3)cc1OC	-2	1	-22	-15	20	-9	23	-360
N=C1/C(=C/c2ccc(OCc3ccccc3)cc2)C(=O)N=C2SC(CC(=O)N3CCOCC3)=NN12	-8	-2	7	-6	12	4	-13	32
CC(C)(C)NC(=O)C(=O)NNC(=O)C12CC3CC(CC(C3)C1)C2	0	6	-5	4	2	-2	4	15
CC(C)(C)OC(=O)N1CCC[C@H]1c1nnc(SCc2ccccc2Cl)o1	2	-8	-10	10	14	-4	-4	14
CO/N=C\CC(=O)Nc1ccc(Cl)c(Cl)c1	-38	-9	10	3	20	3	3	-14
Cc1cc2ccccn2c1C(=O)c1nc(NCc2ccco2)ncc1Cl	0	-11	-15	0	4	4	-8	12
CCOC(=O)c1ccccc1NC(=O)COC(=O)c1c(CC)noc1C	0	5	-5	0	23	-3	4	-12
CC(C)(C)C(=O)[C@@H]1[C@@H]2C(=O)N(C3CCCCC3)C(=O)[C@@H]2[C@H]2c3ccccc3C=CN12	-32	7	20	0	64*	1	-16	-91
COc1cc(NC(=O)C2CCCO2)c(OC)cc1Cl (stereo unspecified)	1	-4	-17	7	-4	-6	0	10
Cc1ccc(S(=O)(=O)N2CCC(C(=O)OC(C)C(=O)NC3CCCCC3C)CC2)cc1C (stereo unspecified)	1	10	6	4	-16	-6	5	-2
O=C1C(Cl)=C(N2CCCCC2)C(=O)N1c1ccccc1	21	-1	8	1	-3	-2	5	22
CC(C)c1ccc(C2(C)NC(=O)N(CC(=O)N3CCN(C(=O)c4cccs4)CC3)C2=O)cc1 (stereo unspecified)	-1	6	2	4	6	-4	3	13
Cc1occc1C(=O)NC1CCCCCCC1	0	-15	-14	0	-6	-1	-14	26
CCOC(=O)N1CCN(c2cc(=O)n(-c3ccccc3C)c(=O)[nH]2)CC1	0	-6	2	2	-13	-9	-22	5
O=C(c1ccc2ccccc2c1)N1CCN(c2ccccc2)CC1	3	1	-1	6	16	-8	5	6
CNc1ncc(C(=O)c2ccc(F)cc2)s1	1	-15	-2	-15	3	-10	-4	-16
Cc1ccccc1OCCC(=O)OCC(=O)N1c2ccccc2NC(=O)C1(C)C	3	-3	-12	4	6	-2	-5	15
COc1ccc(C(=O)NC(=O)Nc2ncccc2C)cc1	3	0	5	1	-9	-2	8	7

Profiles from above.
Profile of `CC(C)(C)C(=O)[C@@H]1[C@@H]2C(=O)N(C3CCCCC3)C(=O)[C@@H]2[C@H]2c3ccccc3C=CN12` : SENP1 inh = -32; SENP8 block-1 = 7; SENP6 block = 20; SENP7 block = 0; Apaf1 inhib = 64*; APOBEC3G inh = 1; UBC13 polyUb = -16; SENP8 block-2 = -91
Profile of `COc1ccc(CCNC(=O)c2ccc3c(c2)N(Cc2ccccc2)CCS3)cc1OC` : SENP1 inh = -2; SENP8 block-1 = 1; SENP6 block = -22; SENP7 block = -15; Apaf1 inhib = 20; APOBEC3G inh = -9; UBC13 polyUb = 23; SENP8 block-2 = -360

Entries above with an aryl methoxy group:
SMILES	SENP1 inh	SENP8 block-1	SENP6 block	SENP7 block	Apaf1 inhib	APOBEC3G inh	UBC13 polyUb	SENP8 block-2
COc1ccc(CCNC(=O)c2ccc3c(c2)N(Cc2ccccc2)CCS3)cc1OC	-2	1	-22	-15	20	-9	23	-360
COc1cc(NC(=O)C2CCCO2)c(OC)cc1Cl (stereo unspecified)	1	-4	-17	7	-4	-6	0	10
COc1ccc(C(=O)NC(=O)Nc2ncccc2C)cc1	3	0	5	1	-9	-2	8	7

Next part:
SMILES	SENP1 inh	SENP8 block-1	SENP6 block	SENP7 block	Apaf1 inhib	APOBEC3G inh	UBC13 polyUb	SENP8 block-2
Cc1c(C(=O)C(=O)N2CCN(Cc3ccc4c(c3)OCO4)CC2)c2ccccc2n1C	4	3	-2	1	10	3	-2	12
CCOc1ccc(C(C(=O)NC(C)(C)C)N(CCOC)C(=O)CCC(=O)Nc2ccccn2)cc1 (stereo unspecified)	0	1	-12	-1	4	-4	3	1
CCCN(CC(=O)Nc1ccccc1OC)C(=O)Cn1[nH]c(=O)c2ccccc2c1=O	1	0	4	4	-8	-8	6	1
O=C(CSc1nc2c(sc3ccccc32)c(=O)n1CCCN1CCOCC1)NCC1CCCO1 (stereo unspecified)	2	6	2	-9	4	1	-11	-13
O=S(=O)(NCC1CCCO1)c1cc(Cl)ccc1Br (stereo unspecified)	0	-2	3	-2	-7	-8	4	3
O=C(NCc1ccncc1)c1ccccc1Nc1ccc(SC(F)F)cc1	2	1	14	6	18	-8	3	8
O=C(N/N=C/c1cccs1)[C@H]1C[C@@H]1c1ccccc1	0	-11	-4	-12	6	-6	-4	6
N=c1n(Cc2ccc(Cl)cc2)c2ccccc2n1CC(O)c1ccco1 (stereo unspecified)	-12	-4	5	12	2	0	15	0
COc1ccc(Cc2nn3c(-c4ccccc4Br)nnc3s2)cc1	-11	2	-20	0	13	-3	6	20
CC(=O)c1ccc(NC(=O)Cc2cccs2)cc1	-6	8	6	3	2	4	-2	2
CC(C)CC(=O)Nc1cccc(NC(=O)c2ccccc2Cl)c1	0	1	-6	-2	1	-7	-10	18
Cc1cccc(Cn2cc(/C=C/[N+](=O)[O-])c3ccccc32)c1	-9	-34	-45	4	-2	-5	3	-10
COc1cc(/C=N/Nc2nc(C)cc(=O)[nH]2)ccc1O	-1	-4	-39	-11	2	-5	-6	-34
CCN(CC(=O)Nc1ccc2c(c1)OCCO2)C(=O)CC(NC(C)=O)c1ccccc1 (stereo unspecified)	-1	-5	-15	-8	-1	-7	2	1
Cc1ccc(C(=O)Nc2ccc(Cl)cn2)cc1	0	59*	75*	59*	-7	-11	5	16
O=Cc1ccccc1Oc1ccccc1	0	7	-9	3	1	-2	4	28
Cc1cc(NC(=O)Nc2cc(F)ccc2C)n(C)n1	2	2	9	9	-1	-9	7	14
O=C(Nc1ccc(Cl)cc1)Nc1ccc(Oc2cccnc2)nc1	1	-8	-13	-14	2	-1	5	21
COc1ccc(NC(=O)c2oc3ccccc3c2CSC)cc1S(=O)(=O)N1CCOCC1	1	-1	-1	5	-5	-1	-1	-16
COc1ccc(OC)c(S(=O)(=O)N2CCN(C(=O)c3ccco3)CC2)c1	1	-2	-5	-13	-4	-1	-6	6
COc1ccc(S(=O)(=O)NNC(=O)C2CC(c3cccnc3)=NO2)cc1 (stereo unspecified)	0	-3	8	-8	-1	-2	-6	17
CC(Oc1ccc2ccc(=O)oc2c1)C(=O)NCCCn1ccnc1 (stereo unspecified)	-1	6	-1	1	-11	-2	0	-134
O=C(COC(=O)/C=C/c1ccc([N+](=O)[O-])cc1)NCc1ccc2c(c1)OCO2	1	-4	-15	8	-25	-4	-3	12
COc1ccc(/C=N/NC(=O)c2cccnc2)cc1CN1CCc2cc(OC)c(OC)cc2C1C (stereo unspecified)	-7	8	-11	1	-8	2	4	-24
CN1C(=S)SC(C)(NO)C1(C)C (stereo unspecified)	1	-6	-19	-15	-5	-6	-11	13
COc1ccc2oc(C(=O)Nc3ccc(S(=O)(=O)N(C)C4CCN(C)CC4)cc3)c(C)c2c1	-1	3	-15	-9	32	-3	40	-312
CN(C)S(=O)(=O)c1ccc(C(=O)OCC(=O)NC(=O)NC2CCCC2)cc1	1	-4	-4	-8	10	-4	-4	15
O=c1[nH]c(SCc2ccc(Cl)cc2)nc2ccsc12	nt	63*	78*	34	9	-7	1	nt
CCC(CO)NCc1ccc(-c2ccccc2)cc1 (stereo unspecified)	0	-7	-6	-4	-3	-10	17	8
COC(=O)C1CSC(C)(C)C(=O)N1 (stereo unspecified)	-1	-3	3	-7	-2	-7	12	9
CCOC(=O)C1CCCN(S(=O)(=O)CCNC(=O)c2cccc(OC)c2)C1 (stereo unspecified)	0	1	-2	6	1	-4	-8	9
CSc1ccc(Cl)c(C(=O)NCCOc2ccccc2)c1	3	-10	-3	1	6	-5	8	37
OCC[C@H]1C[C@@H](O)[C@H](O)[C@]2(CCc3ccccc3O2)O1	2	-14	-18	15	-8	-10	-9	6
Cc1cc(C)nc(Nc2n[nH]c(-c3cccc4ccccc34)n2)n1	1	-3	-11	-2	4	-10	-10	-8
Fc1cccc(CCN2CCNC[C@@H]2c2ccccc2)c1	0	-15	-20	-7	14	-8	6	14
COc1cc(CNc2ccc(O)cc2)cc(Br)c1OCc1ccccc1	0	-7	-13	12	20	1	2	34
OC(CNCCc1ccc(Cl)cc1Cl)COc1ccccc1 (stereo unspecified)	0	1	18	7	17	-7	23	17
CCOc1ccc(/C=C2\SC(=S)N(Nc3ccccc3)C2=O)cc1OC	-26	-9	-12	-8	7	-4	-11	-36
O=C(CCC(=O)c1ccc(F)cc1)Nc1ccccc1Cl	-16	2	0	4	-13	-5	9	-1
CS(=O)(=O)c1ccc2nnn(OCC(=O)Nc3cccc(C#N)c3)c2c1	4	0	-20	-1	-10	-6	-9	23
C/C(=N/NS(=O)(=O)c1cccc([N+](=O)[O-])c1)c1c[nH]c2ccccc12	2	0	-6	-10	4	-6	8	-6
Cc1cc(NC(=O)c2cncc(Br)c2)ccc1NC(=O)c1cc2ccccc2o1	-2	8	-7	9	14	3	-5	2
Cc1ccc(S(=O)(=O)C2(C(=O)NCCc3ccccc3)CC2)cc1	0	3	4	13	6	-4	0	6
Cc1noc(C)c1CN1C(=O)NC2(CCCCCCC2)C1=O	2	-1	0	4	-9	-5	11	22
COc1ccc(CNC(N)=O)cc1OC	1	1	-8	-2	-2	-1	2	14
CCOC(=O)C1=C(COC(=O)CCCOc2ccccc2)NC(=O)NC1C (stereo unspecified)	0	2	-22	-4	7	-9	-1	7
Cc1[nH]c2ccccc2c1-c1csc(NC(=O)CN2CCOCC2)n1	-3	-2	-7	7	4	8	1	0
CCc1cccc(NC(=O)COC(=O)C2CCN(c3ccc(C(F)(F)F)cn3)CC2)c1	2	-9	34	-7	21	-6	-1	-30
c1ccc(CN2CCC(=NNc3nc4ccccc4[nH]3)CC2)cc1	-9	-11	-5	0	3	0	-13	-12
O=c1cnnc(Nc2ccccc2F)[nH]1	-7	5	1	5	-8	-6	7	0
CCN1CCCC1CNS(=O)(=O)c1ccc(C(=O)Nc2ccccc2)cc1 (stereo unspecified)	1	3	2	3	-12	-8	1	14
Cc1ccc(CCNC(=O)c2cc(S(=O)(=O)N3CCCCC3)c[nH]2)cc1	1	-3	-20	-6	18	8	-5	9
CCOC(=O)c1cn2nc(Oc3ccccc3)ccc2n1	3	-1	-10	2	12	-2	-1	-248
CCC(C)(C)n1nnnc1CN1CCN(c2nc3ccc(C)cc3cc2C#N)CC1	-138	3	-2	1	22	-4	-1	-234
O=c1[nH][nH]cc1C=Nc1ccccc1O	2	-2	-5	-6	-4	-3	-6	10
Cc1ccc(S(=O)(=O)c2c(N)n(CCN3CCOCC3)c3nc4ccccc4nc23)cc1C	-31	1	0	0	29	-5	25	i
O=C(NCCc1ccc(Cl)cc1)C1CCC(=O)N(C2CCCCCC2)C1 (stereo unspecified)	0	0	-4	-8	-4	-6	-2	11
Cc1cc(=O)[nH]c(SCC(=O)Nc2ccccc2C)n1	0	-10	-2	-4	3	-1	-10	7
COc1ccc(NC(=S)N2CCCC2)cc1	0	2	-2	-1	-2	-3	6	17

Printed as active in SENP7 block (from the list above):
| canonical_smiles | SENP1 inh | SENP6 block | SENP7 block | APOBEC3G inh | UBC13 polyUb |
| --- | --- | --- | --- | --- | --- |
| Cc1ccc(C(=O)Nc2ccc(Cl)cn2)cc1 | 0 | 75* | 59* | -11 | 5 |

Assay outcomes (PubChem)
